12-LOX inh: ALOX12 (human) lipoxygenase inhibition; Potency, µM (top dose mostly 108 µM), without a hit: at the highest dose activity change, negative = inhibition, usual class: inhibitors; 1.1% of 580,000 active; purified 12hLO, xylenol orange hydroperoxide absorbance; AID 1671190; active = well fitted inhibition curve with a large enough effect; inconclusive = small, poorly fitted or top-dose-only effect, or another doubt; inactive = no such curve, though single readings can be large or run the other way
Target sequence (P18054 whole entry, looked up): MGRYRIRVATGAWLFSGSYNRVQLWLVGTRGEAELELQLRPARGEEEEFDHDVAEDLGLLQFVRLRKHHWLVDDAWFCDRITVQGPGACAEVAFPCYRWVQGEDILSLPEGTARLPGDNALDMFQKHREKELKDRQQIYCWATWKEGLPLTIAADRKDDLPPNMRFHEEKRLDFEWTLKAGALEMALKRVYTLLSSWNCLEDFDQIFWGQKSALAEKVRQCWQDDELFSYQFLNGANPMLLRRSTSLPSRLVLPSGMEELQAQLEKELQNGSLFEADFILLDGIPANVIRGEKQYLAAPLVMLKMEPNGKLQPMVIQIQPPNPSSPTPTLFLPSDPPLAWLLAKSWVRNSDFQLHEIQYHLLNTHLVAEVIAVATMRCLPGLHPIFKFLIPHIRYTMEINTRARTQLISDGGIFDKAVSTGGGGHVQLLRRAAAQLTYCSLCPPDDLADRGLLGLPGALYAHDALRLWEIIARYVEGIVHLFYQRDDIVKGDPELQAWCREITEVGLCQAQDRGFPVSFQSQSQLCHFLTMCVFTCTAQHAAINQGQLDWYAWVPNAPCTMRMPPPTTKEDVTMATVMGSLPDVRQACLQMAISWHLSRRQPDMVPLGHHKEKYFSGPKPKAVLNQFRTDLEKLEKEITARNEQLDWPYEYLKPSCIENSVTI
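Hydroperoxide product was detected by ferrous iron/xylenol orange as the 573 to 405 nm absorbance ratio. Arachidonic acid at 40 uM (final) was turned over for 30 min at room temperature by 150 nM human 12hLO, pH 7.0 Hepes buffer, after 15 min compound preincubation.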
* marks the source's active call; other numbers are inactive results; ? = inconclusive; [ ] = dose if it differs, or a comment. % is set by controls: 0 for no effect and ±100 for the full control effect; potency is the fitted concentration of half-maximal effect.

12-LOX inh | SMILES
4% | Cc1ccc(C(=O)N2CCC3(CC2)N=C(c2ccc(Cl)cc2)NO3)s1
0% | O=C(NCCCCc1ccccc1)c1cc(=O)[nH]c2ccccc12
-8% | O=C1CCSc2c1cccc2C(=O)Nc1ccc(F)cc1Cl
-34% | Cc1cccc(NC(=O)C23CCC(C)(C(=O)C2)C3(C)C)c1C (configuration not stated)
25% | O=C1NC(C(=O)NC2CCCCC2)Cn2cccc21 (configuration not stated)
-1% | O=C(CN1C(=O)C(c2ccccc2)=NC12CCCC2)NC1CCCCC1
10% | O=C(O)CC1C(=O)NCCN1C1Cc2ccccc2C1 (configuration not stated)
0% | O=C(NS(=O)(=O)c1ccccc1[N+](=O)[O-])[C@H]1O[C@@H](n2ccc(=O)[nH]c2=O)[C@H](O)[C@@H]1O
? | COc1ccc(-c2nc(CN3CCN(C(=O)Nc4ccccc4OC)CC3)c(C)o2)cc1
23% | O=C(c1cccc2c1CCN2C(=O)Nc1ccccc1)N1CCN(c2ccccc2)CC1
-18% | COc1cc2c(cc1NC(=O)CSc1nc3ccccc3o1)oc1ccccc12
-3% | O=C(NC1CCCC1)c1cccc2ccccc12
30%[activator] | O=C(NCc1ccco1)NC1CC(=O)N(CCCc2ccccc2)C1 (configuration not stated)
48%[activator] | CC(C)N1C(=O)C2(CCCC2)C1C(=O)NCc1cc(F)cc(F)c1 (configuration not stated)
? | CN(Cc1ccc(Cl)cc1Cl)c1ccc(S(N)(=O)=O)cn1
20% | CCOC(=O)CNC(=O)c1ccc(CN2C(=O)NC3(CCS(=O)(=O)CC3)C2=O)cc1
25% | CC(C)c1ccc(CNC(=O)[C@H]2CCC[C@H]2NC(=O)c2ccncc2)cc1
? | CC(Sc1nnc(Nc2cccc(Cl)c2)s1)C(=O)N(C)c1ccccc1 (configuration not stated)
10%[12.5 µM] | Clc1ccc(-c2nnc3n2CCN(CC2CC2)C3)cc1
5% | COc1ccc(-c2ccnc3nc(CCc4ccccc4)nn23)c(F)c1
? | Cc1cc(C(=O)NC(C)c2ccc(C(F)(F)F)cc2)c(C)o1 (configuration not stated)
-2% | CC(C)C(=O)Nc1ccc(Br)cc1Br
0% | O=C1OC(C2CC2)c2cc3c(cc21)OCCO3 (configuration not stated)
4% | C[C@H](C(=O)N1CCCC1)C1CC[C@@]2(C)Cc3sc(CS(=O)(=O)c4ccc(Cl)cc4)nc3[C@@H](C)[C@@H]2[C@H]1O (some centres not stated)
57%[activator] | N#Cc1cccc(S(=O)(=O)N[C@@H]2CCOC[C@H]2OCc2cscn2)c1
8%[176 µM] | O=C(C1CC1)N1CCn2c(nn(-c3ccc(F)cc3)c2=O)C1
15% | O=C([C@@H]1C[C@H](F)CN1C(=O)Cc1cccs1)N1CCc2ccccc2C1
115%[activator] | COCCC1(CO)CCCN(CC(=O)NCc2ccccn2)C1 (configuration not stated)
9% | CN(Cc1cnn(C)c1)C(=O)c1nn(-c2ccccc2)c(=O)c2ccccc12
6% | O=S(=O)(O)NCCCO
0%[57.4 µM] | Cn1cccc1C(=O)N1CCC2(CC1)CN(C(=O)Nc1cccc(C#N)c1)C2
? | N#Cc1cccc(NCc2cc(Br)ccc2F)c1
? | COc1cc(C2CC(=O)Nc3n[nH]c(Nc4ccccc4)c32)cc(OC)c1OC (configuration not stated)
55%[activator] | CCO[C@H]1CN(C(=O)c2cnc(Nc3ccccc3)nc2)C[C@@H]1O
61%[activator] | COc1ccc(OC)c(CNC(=O)CN2CC3CC(C2)[C@H]2CCCC(=O)N2C3)c1 (some centres not stated)
? | COc1ccc(C(=O)Oc2ccc(/C=C(/C#N)C(=O)Nc3ccccc3C(F)(F)F)cc2)cc1
18% | O=C(Nc1ccc(CC23CC4CC(CC(C4)C2)C3)cc1)c1ccc(F)cc1
? | CC(=O)/C=C/c1c(C)oc2ccccc12
-3% | COc1ccc(CC(=O)N2CC[C@@H](CC(=O)O)[C@@H](CCN3CCC(n4c(=O)[nH]c5ccccc54)CC3)C2)cc1
41%[activator] | O=C1CCN(S(=O)(=O)c2ccccc2)CCCN(C(=O)c2ccccn2)CCN1
? | O=[N+]([O-])c1ccccc1CNc1ccc(NCc2ccccc2[N+](=O)[O-])cc1
-24% | Cc1ccc(Nc2nc(CN3CCN(S(=O)(=O)c4ccccc4C(F)(F)F)CC3)cs2)cc1
34%[activator] | CC(C)CC(=O)N1CCC(N2C(=O)C3(CCCC3)C2c2ccccc2)CC1 (configuration not stated)
47%[activator] | O=C(C1CCCCC1)N1CC(c2nnc(-c3ccncc3)o2)C2(CCOCC2)C1 (configuration not stated)
11% | O=C1CCSc2c1cccc2C(=O)NCC1CCN(Cc2ccc(F)cc2)CC1

Gathered by group: those above containing an NH in an aromatic ring
12-LOX inh | SMILES
0% | O=C(NCCCCc1ccccc1)c1cc(=O)[nH]c2ccccc12
0% | O=C(NS(=O)(=O)c1ccccc1[N+](=O)[O-])[C@H]1O[C@@H](n2ccc(=O)[nH]c2=O)[C@H](O)[C@@H]1O
? | COc1cc(C2CC(=O)Nc3n[nH]c(Nc4ccccc4)c32)cc(OC)c1OC (configuration not stated)
-3% | COc1ccc(CC(=O)N2CC[C@@H](CC(=O)O)[C@@H](CCN3CCC(n4c(=O)[nH]c5ccccc54)CC3)C2)cc1

Carrying on:
12-LOX inh | SMILES
-20% | CCOCOCc1cc(OC(C)C)ccc1N1C(=O)C[C@@H](C(=O)OC)[C@H]1c1ccc(OC(C)C)c(OC)c1
5% | Cc1ccc2c(c1)-c1nc3ccccc3cc1/C2=C\c1cccnc1
? | CN(Cc1ccc(Br)cc1)C(=O)CN1CCCC1c1ccc2c(c1)OCCO2 (configuration not stated)
-10% | CSc1ccccc1C(=O)N(C)C1CCCN(CCCc2ccccc2)C1 (configuration not stated)
-22% | O=c1cc(CN(Cc2ccc(F)cc2)C2CCCCC2)nc2ccccn12
-60% | O=C(NC1CCCC1)c1csc2ccccc12
-7% | CN1C(=O)c2cccn2CC1CNS(=O)(=O)c1ccccc1 (configuration not stated)
? | COc1ccc(C(=O)Nc2oc3ccccc3c(=O)c2-c2cccc(OC)c2)cc1
2% | O=C(Nc1cccc(Br)c1)C1CCN(S(=O)(=O)Cc2ccccc2)CC1
5% | COc1ccccc1N1CCN(C(=O)c2cc3cn(C4CCCC4)cc3s2)CC1
48%[activator] | O=C(c1cccc(-n2cccn2)c1)N1CCOCC(O)(CN2CCCC2)C1 (configuration not stated)
-16% | CSc1cccc(NC(=O)/C=C/c2cccc(F)c2)c1
25%[176 µM] | COC(=O)CN1C(=O)[C@@H]2C[C@@H](O)CN2C2(CN(Cc3ccccc3F)C2)C1=O
? | Brc1ccc(-c2csc(NC3CC3)n2)cc1
0% | CCC(NC(=O)c1ccc(COC)cc1)c1ccccc1OC(F)F (configuration not stated)
8% | COc1ccc(C(O)c2nccn2Cc2ccccc2)c(OC)c1 (configuration not stated)
-46% | Cc1ccc(C(=O)OCC(=O)c2cc(C)n(Cc3ccco3)c2C)s1
7% | CC(C)c1nnc(C2CN(C(=O)CC3CCCC3)CC23CCOCC3)o1 (configuration not stated)
-2% | OCC(O)c1cc2n(n1)CCN(Cc1ccccc1Cn1cccn1)C2 (configuration not stated)
-18% | CCOCCn1c(N2CCCCCC2)nc2c1c(=O)[nH]c(=O)n2C
24% | CC(C)c1noc(C2CCCN(C(=O)C3CCCC3)CCC(=O)NCC2)n1 (configuration not stated)
? | O=C(O)/C=C/C(=O)c1ccc(Br)cc1
? | O=C1CO[C@H]2CN(Cc3c[nH]c4ccccc34)C[C@H]2N1Cc1ccc(F)cc1
30%[activator] | O=C(NC1CCCC1)N1CCC(c2noc(-c3cccnc3)n2)C1 (configuration not stated)
23% | CC1CCN(C(=O)[C@@H](C)C2CC[C@@]3(C)CC[C@H](NC(=O)c4ccccn4)[C@@H](C)[C@@H]3[C@H]2O)CC1 (some centres not stated)
? | Cn1ncc2c(C(=O)NCc3ccc(F)cc3)cc(C(C)(C)C)nc21
15%[176 µM] | O=C(NCc1ccccc1)c1cnc2n1CCN(CC1CCCC1)CC2
41%[176 µM] | Cc1ccc(C(=O)N2CCC3(CC2)NC(=O)c2ccccc2O3)cc1
3% | CCc1nc2c(=O)n(CC(=O)NCCN3CCOCC3)nc(C)c2s1
3% | COc1ccc(C)cc1S(=O)(=O)Nc1ccc2c(c1)CCN2C(=O)c1cccnc1
-8% | Cc1ccc(NC(=O)Cn2c(N3CCC(C)CC3)nc(C)cc2=O)cc1
-3% | O=C(O)c1ccc(OCC2CCCCC2)cc1
-3% | CCCCn1nc(C(=O)NCc2ccccc2F)c2ccccc2c1=O
-8% | Cc1ccc(NC(=O)N2CCN(C(=O)c3nonc3N)CC2)cc1F
-6% | CN1[C@@H](CCC(=O)NCc2cccs2)CNC(=O)[C@@H]2[C@H]1CCN2Cc1nc2ccccc2n1C
-5% | N#Cc1nc(COc2ccccc2F)oc1N1CCCCC1
? | Cc1ccccc1-c1nc(CNS(=O)(=O)c2ccc(Cl)cc2)c(C)o1
-2% | COc1ccc(C(C)=O)cc1CSc1ccccc1C(=O)O
-28% | CC(C)(CNC(=O)CCNC(=O)C1CCCC1)c1ccc(Br)cc1
? | Cc1cccc(C(=O)NC(Nc2ccc(Br)cc2)C(Cl)(Cl)Cl)c1 (configuration not stated)
? | Cc1nnc(SCC(=O)N(C)CCOc2ccc(Cl)cc2)n1Cc1ccccc1
-28% | CC(CNC(=O)CCCNC(=O)C(C)(C)C)c1ccccc1 (configuration not stated)
? | CN1NC2(CCCCC2)N(c2ccccc2)C1=S
? | NC(=O)Cn1ccc2cc(OCC3CCN(C(=O)C4CCCC4)CC3)cnc21
62%[activator] | COc1ccc(NC(=O)CCC2CCCN(C(=O)c3ccccc3SC)C2)cc1Cl (configuration not stated)

The closing six compounds of the part before lead into the next.
12-LOX inh | SMILES
? | Cc1cccc(C(=O)NC(Nc2ccc(Br)cc2)C(Cl)(Cl)Cl)c1 (configuration not stated)
? | Cc1nnc(SCC(=O)N(C)CCOc2ccc(Cl)cc2)n1Cc1ccccc1
-28% | CC(CNC(=O)CCCNC(=O)C(C)(C)C)c1ccccc1 (configuration not stated)
? | CN1NC2(CCCCC2)N(c2ccccc2)C1=S
? | NC(=O)Cn1ccc2cc(OCC3CCN(C(=O)C4CCCC4)CC3)cnc21
62%[activator] | COc1ccc(NC(=O)CCC2CCCN(C(=O)c3ccccc3SC)C2)cc1Cl (configuration not stated)
25%[176 µM] | O[C@@H]1CCN(Cc2nc(C3(O)CCN(CC4CCCCC4)CC3)cs2)C1
5% | N#CC1(NC(=O)CSc2ncc(-c3ccc(F)cc3)o2)CCCCC1
? | COc1ccc(-c2nc(CSCC(=O)NC(C)c3ccccc3)c(C)o2)cc1OC (configuration not stated)
14% | CN(C)c1nc(-c2ccccc2)nc2c1CCN(C(=O)C1CCOC1)C2 (configuration not stated)
4% | NC(=O)C1CCN(C(=O)C2CCN(S(=O)(=O)Cc3ccccc3Cl)CC2)CC1
11% | Cc1noc(C)c1CC(=O)N1[C@@H]2CC[C@H]1CC(NC(=O)c1ccc(F)cc1)C2 (some centres not stated)
7% | O=C(CC1CCCCC1)Nc1cc(C(F)(F)F)ccc1Cl
42%[activator] | CCC1(N2CCN(C(=O)c3ccccc3C(F)(F)F)CC2)CCN(C(=O)C(C)C)C1 (configuration not stated)
-3% | COc1ccc(-n2c(=O)c3c(n2Cc2ccccc2)CN(C(=O)c2cccc(C#N)c2)CC3)cc1
? | CCc1ccc(NC(=O)N2CCN(c3nnc(C)c4c(C)n(-c5ccc(C)cc5)nc34)CC2)cc1
5% | CCn1c(=O)c(=O)n(CC(=O)NCCN2CCN(c3cccc(Cl)c3)CC2)c2ccccc21
4% | COC(=O)/C(=C1/OC(=O)C(c2ccccc2)=C1O)c1ccccc1
? | COCCNC(=O)c1cc(-c2ccc(OC)cc2)nc2onc(C3CCNC3)c12 (configuration not stated)
5% | Cc1cc(NS(=O)(=O)c2ccc3c(c2)CN(C(=O)CCC(C)C)CC3)no1
-5% | CC(C(=O)NCc1ccco1)n1cnc2c1c(=O)n(C)c(=O)n2C (configuration not stated)
3%[6.33 µM] | CN1CCC(C(=O)N2Cc3ccccc3CC3(CCCN(CC4CCOCC4)C3)C2)CC1 (configuration not stated)
-15% | C#CCNC(=O)c1nc(-c2cccc(C(F)(F)F)c2)c2cnccn12
-3% | Cc1ccccc1NC(=O)CC(C)(C(=O)O)c1ccccc1 (configuration not stated)
-20%[176 µM] | COc1ccc(C(=O)N[C@H]2CO[C@H]3[C@@H]2OC[C@@H]3n2cc(CC3CCCCC3)nn2)cc1
25µM* | CCOC(=O)Nc1ccc(NS(=O)(=O)c2ccc(F)cc2C)cc1
? | CC(C)c1nc(CNC(=O)c2ccc(CC3CCCNC3)cc2)cs1 (configuration not stated)
5% | Nc1[nH]c(C(=O)c2ccccc2)c(-c2cccc3ccccc23)c1C(=O)c1cccs1
40%[activator][176 µM] | Cc1cc(C(=O)Nc2ccc([C@H]3OCC(=O)N(CC(=O)N(C)C)[C@@H]3CO)cc2)no1
5% | O=C(c1ccc[n+]([O-])c1)N1CCOC(CC(c2ccccc2)c2ccccc2)C1 (configuration not stated)

A draw from above in order of SMILES length, smallest number first.
12-LOX inh | SMILES
? | CC(C)c1nc(CNC(=O)c2ccc(CC3CCCNC3)cc2)cs1 (configuration not stated)
-15% | C#CCNC(=O)c1nc(-c2cccc(C(F)(F)F)c2)c2cnccn12
-20%[176 µM] | COc1ccc(C(=O)N[C@H]2CO[C@H]3[C@@H]2OC[C@@H]3n2cc(CC3CCCCC3)nn2)cc1

A portion of the library (hit frequency here may not be typical).
